# Source: PubChem BioAssay
# LDHA block: blocks human lactate dehydrogenase A; P00338; purified LDHA, NADH/diaphorase-resazurin fluorescence; active compounds read low; activity change, % (values are at about 110 or 230 µM); 480,000 tested, 0.15% active; in the data active = activity change below about -30%; inconclusive = mostly about -25% to -30%;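 note: plate controls were DMSO wells for no effect and wells without enzyme for full effect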
#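 Enzyme activity of human lactate dehydrogenase 5 (2 nM; 0.06 mM NADH, 0.2 mM pyruvate, 5 min, RT) is measured via a resazurin/diaphorase fluorescence readout of residual NADH.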
# RXFP1 agonist: activates the human relaxin receptor RXFP1 | Q9HBX9 | HEK293T-RXFP1 cAMP TR-FRET, 30 min; response scale: percent of porcine relaxin response, buffer zero | Potency, µM (doses to about 57.5 µM), inactives show at the highest dose activation, most hits filed as activators | 370,000 tested, 0.3% active | AID 2676; note: potency is the fitted concentration of half-maximal effect; % is set by controls: 0 for no effect and ±100 for the full control effect; nearly all actives have a fitted effect of over 60% in size; many of its hits are not listed in these tables
#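 HEK293T cells stably expressing RXFP1 were pretreated with the PDE4 inhibitor Ro 20174, exposed to compounds for 30 min at 37C, lysed, and cAMP was read by TR-FRET. Data normalized to buffer (basal) and 29 nM porcine relaxin (100%).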
# mIDH1 inhibitor: human IDH1 R132H inhibition | IDH1-R132H enzyme, NADPH consumption, diaphorase/resazurin fluorescence | 390,000 tested, 0.093% active | Potency, µM (doses to about 76.6 µM), without a hit: at the highest dose activity change, negative = inhibition, most hits filed as inhibitors | O75874; note: potency is the fitted concentration of half-maximal effect; % is set by controls: 0 for no effect and ±100 for the full control effect; nearly all actives have a fitted effect of over 65% in size
# Target sequence (O75874 whole entry R132H, stated change not applied): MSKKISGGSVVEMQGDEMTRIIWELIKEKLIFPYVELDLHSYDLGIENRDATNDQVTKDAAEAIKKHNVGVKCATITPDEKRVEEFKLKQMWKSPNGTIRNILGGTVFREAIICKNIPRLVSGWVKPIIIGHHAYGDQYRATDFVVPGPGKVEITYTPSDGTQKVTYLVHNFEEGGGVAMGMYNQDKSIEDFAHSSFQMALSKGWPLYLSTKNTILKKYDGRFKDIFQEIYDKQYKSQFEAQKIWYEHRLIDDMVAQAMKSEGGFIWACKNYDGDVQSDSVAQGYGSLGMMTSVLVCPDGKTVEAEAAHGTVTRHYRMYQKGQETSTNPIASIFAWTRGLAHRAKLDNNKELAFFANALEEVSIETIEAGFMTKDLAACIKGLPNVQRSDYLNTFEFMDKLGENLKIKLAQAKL
#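 IDH1-R132H (0.5 ug/mL) preincubated 30 min with compound, then NADPH (0.016 mM) and alpha-KG (2 mM) added; 80 min at RT, pH 7.5. Remaining NADPH coupled via diaphorase/resazurin to fluorescence (540/590 nm); concentration-response curves normalized to no-enzyme control.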
# Vif-APOBEC3G blk: inhibitors of Vif-APOBEC3G interaction | HeLa A3G-eYFP + Vif (tagged APOBEC3G with the HIV-1 protein that degrades it), YFP fluorescence, overnight | Q9HC16 | Potency, µM (series often up to 46.1 µM), without a hit: at the highest dose activity, negative = active, actives largely listed as inhibitors | 410,000 tested, 0.076% active;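 note: potency is the fitted concentration of half-maximal effect; % is set by controls: 0 for no effect and ±100 for the full control effect; nearly all actives have a fitted effect of over 60% in size; hits raise eYFP signal because A3G escapes Vif-driven loss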
#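 Read-out is eYFP fluorescence (Ex 488/Em 500-530) from Vif-expressing HeLa A3G-eYFP cells; more signal means A3G escaped Vif-mediated degradation. Cells plated overnight, compound pinned in, incubated overnight at 37 deg C.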
# Vif-APOBEC3F blk: inhibitors of Vif-A3F interaction; AID 602313; Potency, µM (series often up to 46.1 µM), inactives show at the top dose activity, negative = active; 390,000 tested, 0.2% active; HeLa A3F-eYFP + Vif (tagged APOBEC3F with the HIV-1 protein that degrades it), YFP fluorescence increase; note: potency is the fitted concentration of half-maximal effect; % of control where 0% means no effect; nearly all actives have a fitted effect of over 65% in size
#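 HeLa cells stably expressing A3F-eYFP plus Vif, plated and incubated overnight at 37 deg C, then exposed to compounds overnight at 37 deg C. Blocked degradation read as raised yellow fluorescence (Ex 488/Em 500-530).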
# USP1-UAF1 inh: USP1/UAF1 (human) deubiquitinase inhibition | Potency, µM (titrated, usually from 57.1 µM), without a hit: top-dose activity change, negative = inhibition, hits mostly inhibitors | 390,000 tested, 0.23% active | recombinant USP1/UAF1, Ub-Rhodamine cleavage fluorescence | O94782; note: potency is the fitted concentration of half-maximal effect; % is set by controls: 0 for no effect and ±100 for the full control effect; nearly all actives have a fitted effect of over 60% in size; inactives centre near -12
#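 1 nM enzyme complex + cpd, 15 min RT; start with Ub-Rho 150nM final; kinetic fluorescence ex 480/em 540, 6 reads q60 s. Buffer 50mM HEPES pH 7.8, 0.5mM EDTA, 0.1 mg/ml BSA, 1mM TCEP, 0.01% Tween-20.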
# GRP78 ERSR act: ER stress response induction in glioma. U87-MG GRP78 promoter luciferase reporter, 16 h. Potency, µM, inactives show at the highest dose activation, most hits filed as activators. 420,000 tested, 0.02% active; note: potency is the fitted concentration of half-maximal effect; series mostly up to about 76 µM; % of control where 0% means no effect; nearly all actives have a fitted effect of over 35% in size
#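 Stably transfected U87-MG human glioma cells carrying a GRP78-based luminescent sensor were seeded at 1000 cells/well, pin-dosed with compounds and incubated 16 h. Luciferase reagent was then added, and end-point luminescence was read after 10 min at room temperature.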
# TrxR1 substrate: substrates of rat thioredoxin reductase 1; purified TrxR1 substrate turnover, NADPH consumption readout; Potency, µM (top dose mostly 114 µM), inactives show at the top dose activity change, negative = substrate turnover; 390,000 tested, 0.01% active; AID 588456; note: potency is the fitted concentration of half-maximal effect; % is set by controls: 0 for no effect and ±100 for the full control effect; nearly all actives have a fitted effect of over 50% in size
# Target sequence (O89049 whole entry, looked up): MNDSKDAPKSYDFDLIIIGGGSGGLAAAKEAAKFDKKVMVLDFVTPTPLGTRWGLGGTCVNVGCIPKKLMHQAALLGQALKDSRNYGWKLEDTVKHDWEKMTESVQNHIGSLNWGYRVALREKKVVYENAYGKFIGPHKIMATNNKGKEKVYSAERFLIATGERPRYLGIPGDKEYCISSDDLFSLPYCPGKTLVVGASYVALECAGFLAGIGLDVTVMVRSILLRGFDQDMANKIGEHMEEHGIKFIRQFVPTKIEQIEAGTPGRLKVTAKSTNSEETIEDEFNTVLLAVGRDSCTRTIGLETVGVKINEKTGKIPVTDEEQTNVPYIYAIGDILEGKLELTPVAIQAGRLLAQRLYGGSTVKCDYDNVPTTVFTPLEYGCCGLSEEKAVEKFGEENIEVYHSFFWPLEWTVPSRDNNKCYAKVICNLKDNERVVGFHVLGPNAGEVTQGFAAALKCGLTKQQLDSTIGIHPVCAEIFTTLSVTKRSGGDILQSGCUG
#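 Rat TrxR1, dispensed at 90 nM, was prereduced with 400 uM NADPH (final) for 5 min at ~22 deg C, then incubated with compound 15 min before 400 uM selenite. A first-read NADPH fluorescence drop versus no-compound background flagged substrates.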
# PI4K2A block: inhibitors of human PI4K2A; 420,000 tested, 0.13% active; Q9BTU6; purified PI4K2A, ADP-Glo luminescence, 1 h; active compounds read low; activity change, negative = inhibition, % at 76.9 µM; in the data active = activity change below about -50%; inconclusive = mostly about -30% to -49%;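 note: -100% = wells without enzyme as full effect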
#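 In this quantitative HTS, ADP production by PI4K2A was quantified luminescently after 1 h at ambient temperature; 100 microM adenosine served as plate-quality control.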
# * marks the source's active call; other numbers are inactive results; u = inconclusive; x = no result given; & = joins results of further samples; [ ] = dose if it differs, or a comment. Unless noted, calls come from the whole dose curve; as a rule, active = well fitted curve in the direction sought with a large enough effect; inconclusive = small, poorly fitted or top-dose-only effect, or another doubt; inactive = no such curve, though single readings can be large; an effect the other way counts as inactive or inconclusive. An excerpt (hit frequency here may not be typical).
SMILES,LDHA block,RXFP1 agonist,mIDH1 inhibitor,Vif-APOBEC3G blk,Vif-APOBEC3F blk,USP1-UAF1 inh,GRP78 ERSR act,TrxR1 substrate,PI4K2A block
COCCCNC(=S)N(Cc1ccccc1)Cc1ccccc1,-7,1.5%,3%,-3%,-27%,-8%,-4%,-9%,3
COC(=O)c1ccc(COc2cccc3c2CCN(Cc2cccc(C)c2)C3=O)o1,4,-2.2%,1%,1%,-7%,-17%,-4%,-3%,-3
CCC(C)N1C(=S)SC(C)(C)C1N(O)C(=O)NC1CCCCC1 (stereo not drawn),-2,3.5%,-2%,-1%,-11%,-5%,-4%,3%[57.1 µM],-1
COc1ccccc1CCN1COc2c(cc3c(C)c(C)c(=O)oc3c2C)C1,5,17%,15%,-3%,0%,-18%,3%,587%[activator],-2
Cc1ccc(S(=O)(=O)CC(=O)Nc2cc(C)on2)cc1,-8&10,0.0%,-1%,0%,-12%,-15%,-1%,9%[57.1 µM],-2
O=C(Nc1cc(-c2nc3ccccc3o2)ccc1Cl)c1cc([N+](=O)[O-])ccc1N1CCOCC1,-7,0.2%,7%,-1%,-16%,-24%,4%,1%,6
COc1ccccc1CNc1nc2cc(-c3sccc3C)sc2c(=O)n1C,-6,x,x,-6%,x,x,3%,x,5
CCOC(=O)CSc1cc(C)c(C#N)c2nc3ccccc3n12,3,11%,-2%,0%,8%,-3%,-2%,9%[57.1 µM],-3
CCOC(=O)c1nc(-c2ccccc2)oc1N1CCOCC1,1,4.5%,7%,-1%,0%,-23%,-1%,221%[activator],0
Cc1ccc(-c2cc(C(=O)N3CC4(C)CC3CC(C)(C)C4)no2)cc1 (stereo not drawn),0,x,9%,3%,4%,-9%,-1%,4%,-4
CC1CCN(S(=O)(=O)c2cccc(C(=O)Nc3ccccc3)c2)CC1,1,2.7%,-1%,2%,3%,-9%,-2%,-13%,6
CCCCCCCCCCCCCCCCCCNc1ccn(C2OC(COP(=O)(O)OCC3OC(n4cc(F)c(=O)[nH]c4=O)CC3O)C(O)C2O)c(=O)n1 (stereo not drawn),4,x,4%,-1%,-3%,u,-5%,7%,-13
C=CCON/C(CCC)=C1\C(=O)C(C(=O)OC)C(C)(C)CC1=NC (stereo not drawn),-4,0.2%,1%,-7%,15%,-3%,-3%,-12%,1
COCCNC(=O)CCc1c(C)nc2c(c(C)nn2-c2ccc(C)cc2)c1C,-15&2,7.5%&2.2%,-3%,1%,1%,-12%&-19%,-1%,70%&81%[activator],1&1
COc1ccc(CN2C(=O)C(CC(C)C)Nc3ncnc(N4CCN(c5ccccn5)CC4)c32)cc1 (stereo not drawn),4,1.3%,0%,-10%,-7%,-23%,-2%,6%,-3
COc1ccc2c(C(=O)CN3CCC(C)CC3)c[nH]c2c1,0,0.7%,4%,2%,-3%,-3%,-1%,3%,-3
O=C(c1ccco1)N1CCN(C(=O)c2ccc(-c3ccc(Cl)cc3)o2)CC1,-3,2.9%,-7%,4%,1%,-21%,1%,-6%,0
O=C(Nc1cccc(S(=O)(=O)N2CCOCC2)c1)C1CC(=O)N(c2ccc3c(c2)OCCO3)C1 (stereo not drawn),-14,1.3%,0%,0%,4%,-18%,3%,2%,2
COc1ccc(N2CCN(S(=O)(=O)c3c(C)[nH]c(C)c3C(=O)N3CCCC3)CC2)cc1,0,2.6%,10%,-3%,4%,-21%,-5%,-3%,-3
CCCCNC(=S)NNC(=O)c1csc2ccccc12,-4,-0.3%,-3%,0%,-19%,-2%,1%,5%,11

# Brought forward from above: 3 entries; new compounds follow.
SMILES,LDHA block,RXFP1 agonist,mIDH1 inhibitor,Vif-APOBEC3G blk,Vif-APOBEC3F blk,USP1-UAF1 inh,GRP78 ERSR act,TrxR1 substrate,PI4K2A block
O=C(Nc1cccc(S(=O)(=O)N2CCOCC2)c1)C1CC(=O)N(c2ccc3c(c2)OCCO3)C1 (stereo not drawn),-14,1.3%,0%,0%,4%,-18%,3%,2%,2
COc1ccc(N2CCN(S(=O)(=O)c3c(C)[nH]c(C)c3C(=O)N3CCCC3)CC2)cc1,0,2.6%,10%,-3%,4%,-21%,-5%,-3%,-3
CCCCNC(=S)NNC(=O)c1csc2ccccc12,-4,-0.3%,-3%,0%,-19%,-2%,1%,5%,11
Cc1ccc(NC(=O)Nc2nnc(-c3ccccc3)o2)cc1,-11,0.5%,-4%,1%,-4%,-23%,2%,11%,7
O=C(CC1Sc2ccccc2NC1=O)OC(C(=O)NCCc1ccccc1)c1cccnc1 (stereo not drawn),3,4.1%,2%,1%,1%,-8%,-3%,-14%,-1
O=C(CSc1nnc(CNC(=O)c2cccs2)o1)NCc1ccc(F)cc1,-2,0.2%,-2%,4%,-4%,-11%,-2%,-6%,2
COCCNC(=O)C1CC2Cn3c(nc4cc5ccccc5cc43)C2N1C (stereo not drawn),3,-1.6%,-2%,0%,5%,-15%,-1%,-2%,-2
Cn1c(N)c(C(=O)COC(=O)c2cccc(S(=O)(=O)N3CCOCC3)c2)c(=O)n(C)c1=O,-9,x,6%,0%,-17%,-9%,-4%,12%[57.1 µM],-1
CC1(C)CC(=O)C2=C(C1)Nc1ncnn1C2c1ccccn1 (stereo not drawn),-7,-0.2%,-2%,-1%,1%,-12%,-4%,11%[57.1 µM],-6
CC(NC(=O)COc1cccnc1[N+](=O)[O-])c1ccc(Cl)cc1 (stereo not drawn),2,-1.0%,0%,0%,3%,-15%,-4%,-4%,2
O=C(Nc1ccccc1N1CCCC1)c1cccc(F)c1,1,0.5%,6%,1%,0%,-25%,-3%,-4%,-1
CC1=C(C(=O)N(C)C)CC(CC(=O)NC(c2ccccc2)c2ccccc2)C(=O)N1CCCN1CCCC1=O (stereo not drawn),-4,x,1%,-1%,0%,-20%,-1%,x,-1
O=C(CSc1nc2ncc(Cl)cc2[nH]1)NCC(=O)Nc1ccc(F)c(F)c1F,-10,8.9%,35%[activator],-11%,-15%,-30%,10%,2%,1
Fc1ccccc1Cc1noc(CN2CCC(OCc3cccnc3)CC2)n1,-6,-0.8%,2%,0%,9%,-12%,-1%,-3%[57.1 µM],4
COc1cccc(NC(=O)CN(C)CC(=O)c2c(N)n(Cc3ccccc3)c(=O)n(C)c2=O)c1,-2,-0.7%,8%,0%,-3%,-23%,-6%,8%,2
O=C(O)C1CCN(C(=O)OCc2ccccc2)CC1,-8,1.7%,0%,1%,-7%,-6%,3%,13%[57.1 µM],0
O=C(c1ccc(Cl)c(S(=O)(=O)N2CCCCCC2)c1)N1CCN(c2ccccc2O)CC1,1,-1.0%,-2%,1%,-22%,-20%,-1%,1%,0
CCCCNC(=O)CCc1nc2cccnc2n1Cc1ccccc1,1,-1.0%,1%,-4%,1%,-21%,-1%,5%,9
COc1cc(OC)c(NC(=O)C2=C(C)C(=O)OC23CCCCCC3)cc1Cl,2,-0.3%,-4%,-5%,-8%,12%,-2%,-4%,-2
Cc1ccc(S(=O)(=O)NCCC(=O)N2CCN(c3cccc(Cl)c3)CC2)cc1C,2,0.4%,3%,2%,3%,-2%,-6%,-18%,6
O=C(NCCN1CCOCC1)C1CCN(c2nc3ccccc3o2)CC1,-11,0.1%,-3%,-2%,-6%,6%,6%,2%[57.1 µM],4
COc1ccc(Cl)cc1NC(=O)Nn1cnnc1,-11,0.7%,-2%,1%,0%,-7%,-4%,7%[57.1 µM],6
CCCCCC(=O)Nc1ncc2c(n1)CC(c1cccs1)CC2=O (stereo not drawn),1,-2.4%,4%,-21%,-8%,-8%,-2%,-3%,2
Cc1[nH]c(=O)[nH]c1C(=O)CCCCC(=O)OCC(=O)Nc1ccccn1,-4,0.3%,6%,-1%,3%,-9%,-1%,-6%,0
COc1cccc(NC(=O)c2cccnn2)c1,-2,0.0%,0%,3%,1%,-24%,0%,-3%,3
COc1ccc(CNC(=O)C2CCN(c3nc4ccccc4[nH]3)CC2)c(OC)c1,5,4.2%,9%,3%,0%,-11%,-2%,2%[57.1 µM],0
N#Cc1ccc(COC(=O)CSc2nnc(C3CCCCC3)n2N)cc1,3,0.1%,8%,1%,3%,-10%,-4%,7%,-6
CCNC(=S)N(CCc1c(C)[nH]c2ccccc12)Cc1cccnc1,-3,u,0%,-1%,-2%,-19%,-3%,-1%,-1
OC(CCN1CCCCC1)(c1ccccc1)c1ccccc1,-3,3.8%,6%,-1%,-1%,-38%,-4%&-4%&-2%&-5%,8%,-4&1
CN1C2CCC1CC(NC(=O)c1ccc([N+](=O)[O-])cc1)C2 (stereo not drawn),5,1.1%,3%,-3%,13%,-19%,-4%,-6%,16
Fc1ccccc1NC(=S)NCc1ccc2c(c1)OCO2,-2,0.5%,-5%,1%,-3%,-16%,-3%,-2%,-2
O=C(CCCn1cc([N+](=O)[O-])cn1)NC1CCCCCC1,3,4.0%,3%,0%,6%,-15%,-2%,4%[57.1 µM],3
COc1ccc(OC)c(Cc2nnc(CCC(=O)NC(C3CC3)C3CC3)o2)c1,-9,1.7%,16%,-5%,2%,2%,-1%,16%,4
COc1ccc2cc(C(c3nnnn3CCc3ccccc3)N3CCCC(C)C3)c(=O)[nH]c2c1 (stereo not drawn),7,0.5%,1%,0%,-1%,-9%,-1%,-5%,-3
